# BLM helicase inh – Bloom syndrome helicase (human) inhibition; P54132; Potency, µM (doses to about 56.1 µM), inactives show at the top dose activity change, negative = inhibition, hits mostly inhibitors; recombinant BLM DNA unwinding, fluorescence dequenching; 0.2% of 350,000 active;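 note: potency is the fitted concentration of half-maximal effect; plate controls were vehicle for no effect and no enzyme for full effect; nearly all actives have a fitted effect of over 35% in size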
# Pol beta inh – inhibitors of human DNA polymerase beta. Potency, µM (top dose mostly 114 µM), for inactives: at the top dose activity change, negative = inhibition, hits mostly inhibitors. P06746. 1.3% of 340,000 active. Pol beta primer extension/strand displacement, fluorescence kinetic; note: potency is the fitted concentration of half-maximal effect; % is set by controls: 0 for no effect and ±100 for the full control effect
#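 Kinetic readout of DNA synthesis with strand displacement by Pol beta. Compound and 10 nM enzyme sit 15 min at room temperature; 50 nM substrate starts the reaction, read immediately and at 10 min.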
# POLI inh – blocks human DNA polymerase iota activity; Pol iota fluorescent replication assay, 10 min; Potency, µM (top dose mostly 115 µM), for inactives: at the top dose activity, negative = inhibition, actives largely listed as inhibitors; 1% of 390,000 active; AID 588590; note: potency is the fitted concentration of half-maximal effect
#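 Pol iota at 10 nM preincubated 15 min with compounds at room temperature; reaction started with fluorescent substrate, 50 nM final. Fluorescence read kinetically at 0 and 10 min; buffer-only wells as negative control.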
# Apoferritin bind – binds horse apoferritin like a general anesthetic; apoferritin/1-aminoanthracene competitive binding, fluorescence; Potency, µM (highest dose often 77.5 µM), without a hit: at the top dose activity change, negative = displacement, actives largely listed as inhibitors; 0.074% of 350,000 active; note: potency is the fitted concentration of half-maximal effect; % is set by controls: 0 for no effect and ±100 for the full control effect; nearly all actives have a fitted effect of over 20% in size
# Target sequence (P02791 2-175 limits assumed): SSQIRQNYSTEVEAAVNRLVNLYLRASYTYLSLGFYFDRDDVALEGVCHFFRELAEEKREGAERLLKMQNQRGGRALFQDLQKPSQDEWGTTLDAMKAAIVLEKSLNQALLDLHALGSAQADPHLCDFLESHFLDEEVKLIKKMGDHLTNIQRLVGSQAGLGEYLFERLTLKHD
#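 Apoferritin-based anesthetic binding model; compound displacement of fluorescent 1-AMA measured as endpoint fluorescence after 10 minutes at room temperature, scaled to free-ligand and complex controls.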
# GRP78 ERSR act – inducers of ER stress response in human glioma cells; Potency, µM, inactives show at the highest dose activation, hits mostly activators; U87-MG GRP78 promoter luciferase reporter, 16 h; 0.02% of 420,000 active; note: potency is the fitted concentration of half-maximal effect; series mostly up to about 76 µM; % of control where 0% means no effect; nearly all actives have a fitted effect of over 35% in size
#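 ERSR induction read as luciferase luminescence (Bright-Glo, 10 min at room temperature) in stably transfected human U87-MG glioma cells exposed to compounds for 16 h, using GRP78 as sensor.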
# LDHA inh – inhibitors of human lactate dehydrogenase A; purified LDHA, NADH/diaphorase-resazurin fluorescence; hits give low values; activity change, % (values are at about 110 or 230 µM); 0.15% of 480,000 active; AID 1347041; P00338; in the data active = activity change below about -30%; inconclusive = mostly about -25% to -30%;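 note: plate controls were DMSO wells for no effect and wells without enzyme for full effect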
#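 Remaining NADH was detected by diaphorase (0.133 mg/mL) converting 37 µM resazurin to fluorescent resorufin, read at 0 and 20 minutes. The preceding 5-minute room-temperature reaction used 2 nM LDHA, 0.2 mM sodium pyruvate and 0.06 mM NADH at pH 7.4.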
# Pol eta inh – inhibitors of human DNA polymerase eta | 1.2% of 390,000 active | Q9Y253 | Potency, µM (titrated, usually from 114 µM), for the others: at the top dose activity change, negative = inhibition, usual class: inhibitors | recombinant Pol eta, fluorescent DNA replication assay; note: potency is the fitted concentration of half-maximal effect; % is set by controls: 0 for no effect and ±100 for the full control effect
#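 Pol eta (10 nM) was preincubated with compounds for 15 min at room temperature, after which fluorescent replication substrate (50 nM final) was added to start the reaction. Fluorescence was read kinetically at 0 and 10 min.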
# POLK inh – DNA polymerase kappa (human) inhibition. Q9UBT6. purified Pol kappa, fluorescent DNA synthesis assay, 10 min. Potency, µM (doses to about 107 µM), without a hit: at the highest dose activity, negative = inhibition, actives largely listed as inhibitors. 0.53% of 400,000 active. AID 588579; note: potency is the fitted concentration of half-maximal effect; % is set by controls: 0 for no effect and ±100 for the full control effect
# Target sequence (Q9UBT6 whole entry, looked up): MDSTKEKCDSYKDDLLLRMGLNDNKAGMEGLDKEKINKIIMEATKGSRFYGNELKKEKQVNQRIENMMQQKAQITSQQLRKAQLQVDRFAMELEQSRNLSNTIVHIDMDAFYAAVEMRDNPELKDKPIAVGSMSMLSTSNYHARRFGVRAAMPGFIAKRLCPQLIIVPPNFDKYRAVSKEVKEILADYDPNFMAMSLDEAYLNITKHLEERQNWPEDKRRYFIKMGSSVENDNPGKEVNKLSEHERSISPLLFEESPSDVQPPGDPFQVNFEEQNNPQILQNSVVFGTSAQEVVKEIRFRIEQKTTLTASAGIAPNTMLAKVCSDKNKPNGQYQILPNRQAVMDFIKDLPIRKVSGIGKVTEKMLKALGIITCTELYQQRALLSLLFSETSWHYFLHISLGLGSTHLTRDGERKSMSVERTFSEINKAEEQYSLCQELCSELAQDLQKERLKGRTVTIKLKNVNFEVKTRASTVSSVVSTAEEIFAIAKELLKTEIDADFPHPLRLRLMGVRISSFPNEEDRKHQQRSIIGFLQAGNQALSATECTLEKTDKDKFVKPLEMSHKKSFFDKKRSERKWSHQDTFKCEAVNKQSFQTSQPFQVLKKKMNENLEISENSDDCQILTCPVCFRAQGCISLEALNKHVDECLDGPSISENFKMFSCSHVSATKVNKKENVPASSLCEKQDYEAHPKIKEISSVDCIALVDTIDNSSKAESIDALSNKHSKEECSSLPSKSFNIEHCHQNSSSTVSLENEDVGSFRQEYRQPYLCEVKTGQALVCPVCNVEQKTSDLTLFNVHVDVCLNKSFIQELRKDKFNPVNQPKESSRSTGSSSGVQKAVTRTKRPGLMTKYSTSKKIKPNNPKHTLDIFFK
#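 10 nM Pol kappa was preincubated with compounds for 15 min at room temperature. Reaction started with 50 nM (final) substrate. Fluorescence read kinetically at 0 and 10 min.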
# APE1 inh – inhibitors of human APE1 endonuclease; P27695; recombinant APE1, TAMRA/BHQ-2 abasic DNA cleavage fluorescence; Potency, µM (highest dose often 65.8 µM), for the others: at the top dose activity change, negative = inhibition, hits mostly inhibitors; 0.35% of 350,000 active;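 note: potency is the fitted concentration of half-maximal effect; plate controls were vehicle for no effect and reference inhibitor for full effect; nearly all actives have a fitted effect of over 55% in size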
#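 Quantitative HTS: incision of a TAMRA/BHQ-2 double-stranded substrate bearing a tetrahydrofuran abasic site by 0.75 nM APE1 raises fluorescence. Substrate 50 nM final, added after 15 min compound preincubation at room temperature; progress as third-minus-first kinetic read difference.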
# * marks the source's active call; other numbers are inactive results; ? = inconclusive; . = not tested or not shown; [ ] = remark or other dose. Unless noted, calls come from the whole dose curve; as a rule, active = well fitted curve in the direction sought with a large enough effect; inconclusive = small, poorly fitted or top-dose-only effect, or another doubt; inactive = no such curve, though single readings can be large; an effect the other way counts as inactive or inconclusive.
# Second line of a record: BLM helicase inh	Pol beta inh	POLI inh	Apoferritin bind	GRP78 ERSR act	LDHA inh	Pol eta inh	POLK inh	APE1 inh
COc1ccc(NC(=S)NCc2ccc(F)cc2)c(OC)c1
    -3%	0%	4%	-14%	1%	-2	-12%	1%	14%
CCCc1nnc(NC(=O)C(CC)OC(=O)c2cc(C)nc3ccccc23)s1 (configuration not stated)
    -6%	25%	-2%	?	0%	-2	-5%	-3%	-9%
Cc1cc(S(=O)(=O)N2CCOCC2)ccc1OCC(=O)Nc1ccc(F)cc1F
    -5%	5%	-24%	-8%	1%	-10	-4%	6%	-4%
CCCOc1ccc(Cl)cc1Nc1nc(NCCO)nc(N2CCCC2)n1
    .	.	21%	.	-3%	3	-19%	-3%	.
CCCCC(NC(=O)Cc1c(C)c2cc3c4c(oc3c(C)c2oc1=O)CCCC4)C(=O)O (configuration not stated)
    -1%	15%	-18%	-2%	9%	-2	-16%	-4%	-3%
CCc1ccc(-c2[nH]nc3nc(-c4ccc(OC)cc4)cc(C(=O)NCCCOC)c23)cc1
    -3%	1%	?	?	-4%	-5	-1%	-14%[60.1 µM]	.
O=C(CNC(=O)c1ccc(Cl)cc1)Nc1ccccc1C(F)(F)F
    -7%	-13%	18%	-5%	-1%	-4	2%	5%	-2%
O=C(COc1ncnc2c(Cl)cc(Cl)cc12)N1CCCCC1
    0%	23%	9%	-6%	0%	?	-11%	-4%	-2%
Cc1cccc(N2CCN(C(=O)c3cc4ccc5cccnc5c4[nH]3)CC2C)c1 (configuration not stated)
    -13%	-18%	15%	45%[activator]	-1%	2	-11%	-11%	.
Cc1onc(-c2ccccc2)c1C(=O)N1CCCCCC1
    0%	30%	22%	-7%	-2%	-2	-12%	-7%	-10%
COc1ccc(C/C(C)=N/NC(=O)c2cccnc2)cc1
    -14%	20%	12%	32%[activator]	1%	4	-13%	-2%	16%
COc1ccc(NC(=S)N(CCO)Cc2ccccc2)cc1
    1%	-2%	.	-6%	.	.	.	.	1%
N#C/C(=C(/O)c1ccc2c(c1)OCO2)c1nc2cc(C(F)(F)F)ccc2s1
    -13%	10%	70%[activator]	-16%	-2%	-2	-12%	-18%	30%
CCOC(=O)C1CCCN(c2c(NCCCN(CC)c3ccccc3)c(=O)c2=O)C1 (configuration not stated)
    1%	4%	1%	-11%	0%	2	-9%	-3%	4%
CCOc1cc(C(=O)NCC(c2ccc(N(C)C)cc2)N2CCOCC2)cc(OCC)c1OCC (configuration not stated)
    -2%	-1%	24%	6%	0%	6	-10%	-7%[60.1 µM]	.
Cn1cc(S(=O)(=O)N2CCc3ccccc32)cc1C(=O)NC(C)(C)C
    -2%	0%	18%	-13%	-2%	-7	-16%	-9%	3%
COc1ccc(NC(=O)N2CC3(CCN(C(C)=O)CC3)C2)cc1
    -1%	.	.	.	1%	.	.	10%[60.1 µM]	13%
CCCn1c(N)c(N(CCOC)C(=O)COC(=O)c2ccccc2NCCO)c(=O)[nH]c1=O
    .	.	9%	.	0%	-4	-8%	-2%	11%
CC(NC(=O)c1ccco1)C(=O)OCC(=O)N1CCCCCC1 (configuration not stated)
    .	.	-21%	.	1%	-12	-5%	-1%	-1%
C[C@H](NC(=O)c1nc[nH]c1C(=O)N[C@@H](C)c1ccccc1)c1ccccc1
    .	.	22%	.	-5%	-5	-17%	-3%	-16%

# Compound profiles (already shown). Values in the order: BLM helicase inh, Pol beta inh, POLI inh, Apoferritin bind, GRP78 ERSR act, LDHA inh, Pol eta inh, POLK inh, APE1 inh
# COc1ccc(C/C(C)=N/NC(=O)c2cccnc2)cc1 is listed with -14%, 20%, 12%, 32%[activator], 1%, 4, -13%, -2%, 16%
# O=C(CNC(=O)c1ccc(Cl)cc1)Nc1ccccc1C(F)(F)F is listed with -7%, -13%, 18%, -5%, -1%, -4, 2%, 5%, -2%
# CCOc1cc(C(=O)NCC(c2ccc(N(C)C)cc2)N2CCOCC2)cc(OCC)c1OCC (configuration not stated) is listed with -2%, -1%, 24%, 6%, 0%, 6, -10%, -7%[60.1 µM], .
# COc1ccc(NC(=O)N2CC3(CCN(C(C)=O)CC3)C2)cc1 is listed with -1%, ., ., ., 1%, ., ., 10%[60.1 µM], 13%
# CCCc1nnc(NC(=O)C(CC)OC(=O)c2cc(C)nc3ccccc23)s1 (configuration not stated) is listed with -6%, 25%, -2%, ?, 0%, -2, -5%, -3%, -9%

# (more compounds)
# Second line of a record: BLM helicase inh	Pol beta inh	POLI inh	Apoferritin bind	GRP78 ERSR act	LDHA inh	Pol eta inh	POLK inh	APE1 inh
O=c1[nH]c2nc(Cl)nc(Cl)c2[nH]1
    .	.	31%[activator]	.	-4%	-9	-16%	4%	.
COc1ccc(CC(=O)Nc2c(C(=O)N3CCN(c4ncccn4)CC3)oc3ccccc23)cc1
    -1%	5%	27%	-11%	-1%	-3	-22%	-1%	-17%
CCOC(=O)C1CCCN(c2c(NCCCN(C)Cc3ccccc3)c(=O)c2=O)C1 (configuration not stated)
    0%	25%	0%[58.9 µM]	-7%	-4%	-1	-3%	-8%	-3%
COc1cccc(NC(=O)c2ccccc2N2C(=O)C3C4C=CC(C4)C3C2=O)c1 (configuration not stated)
    -6%	0%	19%	-16%	1%	-11	-1%	-5%	-18%
CS(=O)(=O)N1CCN(C(=O)c2cc(-c3ccccc3)nc3ccccc23)CC1
    -1%	11%	-5%	-4%	3%	4	-12%	4%	4%
Cc1csc2nc(COC(=O)c3ccccc3NC(=O)c3ccccc3Cl)cc(=O)n12
    2%	-1%	19%	-4%	0%	-1	-7%	-5%[60.1 µM]	.
O=C(OCCCN1CCCCC1)c1ccc(O)cc1
    4%	26%	3%	-5%	1%	3	-14%	-3%	3%
CCc1ccc(N2CC(C(=O)Nc3cccc(C(=O)NC4CC4)c3)CC2=O)cc1 (configuration not stated)
    .	.	?	.	-3%	-15	17%	-17%	10%
Cc1ccc(NC(=O)CCC(=O)NNC(=O)NC23CC4CC(CC(C4)C2)C3)cc1C
    -1%	8%	64%[activator]	?	-2%	-7	-19%	4%	4%
CCCSc1nc(C)c(-c2csc(C(C#N)=C3CCCC3)n2)cc1C#N
    -6%	-103%	?	?	-10%	-4	45µM*	?	?
CC(=O)/C(N=Nc1ccc2c(c1)OCCO2)=C(\C)O
    10%	4%	11%	-11%	-9%	-4	-2%	-11%	?
CCN(CC)CCn1c(NCc2cccc(OC)c2OC)nc2ccccc21
    1%	25%	-6%	5%	0%	-8	1%	0%	11%
Nc1ccccc1SCc1cc([N+](=O)[O-])cc2c1OCOC2
    -10%	-6%	23%	?	7%	-2	-12%	1%	-11%
COc1ccc(NC(=S)NC2CC3CCCC(C2)N3C2CC2)cc1 (configuration not stated)
    3%	1%	8%	-12%	0%	-14	-13%	-19%	-1%
C/C(=N/N1CCN(Cc2cccc3ccccc23)CC1)c1ccco1
    -5%	-1%	50%[activator]	5%	6%	0	-26%	-4%	-1%
Cc1c(Cl)cccc1-n1nnnc1-c1cccs1
    -4%	1%	1%	?	-4%	-4	1%	-11%	-2%
Cc1ccc2c(c1)N(CC(=O)NCC1CCCO1)C(=O)C(C)O2 (configuration not stated)
    -1%	31%	-9%	-9%	-4%	0	-3%	5%	-1%
Cc1ccccc1COc1ccc(-c2nn[nH]n2)cc1
    1%	16%	-13%	-8%	6%	0	-14%	1%	5%
COc1ccccc1N1CCN(C(=O)c2oc3cc(C)c(C)cc3c2C)CC1
    -6%	-26%	-15%	4%	-5%	2	-16%	2%	7%
Cc1ccc(OCC(=O)N/N=C/c2ccncc2)cc1
    0%	2%	15%	-19%	-3%	-10	-13%	-13%	9%
COc1ccc(/C=N/N2CCOCC2)cc1COc1ccc(F)cc1
    -13%	-2%	1%	-9%	3%	2	-3%	-14%	-5%
Cc1c(C(=O)c2no[n+]([O-])c2C(=O)c2cnn(C)c2C)cnn1C
    -3%	10%	?	-12%	-19%	-3	-11%	2%	0%
O=C(Oc1ccccc1)N1CCC2(CCCN(c3ncccn3)C2)CC1
    -1%	.	.	.	3%	.	.	-13%[60.1 µM]	1%
CCS(=O)(=O)Nc1ccc(C2=NN(S(=O)(=O)c3ccc(F)cc3)C(c3ccco3)C2)cc1 (configuration not stated)
    -12%	?	7%	-20%	-2%	0	-7%	-20%	-3%
CC(=O)c1ccc(NC(=O)c2cc(Cl)sc2Cl)cc1
    0%	23%	?	-17%	2%	0	-14%	-5%	3%
CCCCCCCc1c(O)nc(SCC(=O)O)[nH]c1=O
    2%	5%	-9%	7%	-1%	-9	-6%	-7%	-6%
COC(=O)C(CCSC)NC(=O)Cn1ncc2c(=O)oc3ccccc3c21 (configuration not stated)
    -7%	31%	11%	-2%	-5%	0	-18%	9%	-7%
CCOc1ccc(NC(=O)CCC(=O)c2ccc(OC)cc2)cc1
    -6%	56%	-14%	-11%	-5%	-12	1%	-7%	3%
CCCCN(CC)Cc1ccc(CNC(=O)Nc2ccc(F)cc2)o1
    2%	-5%	13%	-13%	-5%	-5	-12%	-4%	13%
O=C(NCCc1cccc(Cl)c1)c1cccc([N+](=O)[O-])c1
    0%	-7%	22%	2%	5%	-10	-22%	0%	3%
Cc1cc(C(=O)CSc2cccc[n+]2[O-])c(C)n1-c1ccccc1
    -5%	1%	56%[activator]	-7%	-11%	1	-17%	-1%	10%
O=C(CCN1C(=O)c2ccccc2C1=O)Nc1sc2c(c1C(=O)NCc1ccco1)CCCC2
    4%	4%	13%	?	-4%	-5	3%	-22%	-8%
Cc1ccc(NC(=O)C2CC(=O)Nc3ncnn32)cc1Cl (configuration not stated)
    -2%	-25%	12%	7%	-2%	-4	-6%	-18%	-6%
CCCCCCOc1ccc(N2C(=O)CC(SCCN)C2=O)cc1 (configuration not stated)
    -5%	0%	13%	?	4%	0	-27%	-4%	22%
COC(=O)C1=C(C)N(c2cccc(C)c2)C(=O)/C1=C\c1cccs1
    -1%	5%	-3%	?	5%	-2	-2%	-14%	-2%

# From PubChem

# These rows are one share of the data; rates above refer to the full screens.
